From PubChem BioAssay
BH1578 lux ind – quorum light induction in luxS cqsA deficient V. cholerae. activation, % at 18.7 µM. V. cholerae BH1578 lux reporter, luminescence, 6 h. 350,000 compounds, 0.16% hits; in the data active = activation mostly above about 9.7%, no sharp cut-off; inconclusive = no clear call, values can overlap the other calls; inactive = mostly below about 3.7%; note: not every result past the cut was called active; inactives centre near 0; reference of the scale not given here
PfHsp40 yeast – rescue of PfHsp40-mediated yeast toxicity; S. cerevisiae expressing PfHsp40, growth rescue, ATP luminescence; growth rescue, % at 12.5 µM; 340,000 compounds, 0.68% hits; AID 504582; in the data active = growth rescue above about 28%, passing the limit was not always enough; inconclusive = no clear call, values can overlap the other calls;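 note: yeast W303a lacking pdr1 and pdr3 grown in galactose medium; growth measured after three days at 30 °C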
BoNT-A LC inh2 – inhibitors of Botulinum neurotoxin A light chain protease; inhibition, % at 10 µM; multiplex microsphere protease substrate cleavage, flow cytometry; AID 588499; 360,000 compounds, 0.17% hits; note: plate controls were buffer without enzyme for full effect and enzyme alone for no effect
Anthrax LF inh2 – inhibitors of Bacillus anthracis lethal factor protease; 360,000 compounds, 0.12% hits; inhibition, % at 10 µM; AID 588501; P15917; multiplex microsphere protease cleavage assay, LF; note: plate controls were buffer without enzyme for full effect and enzyme alone for no effect
Y pestis TopoI – blocks Yersinia pestis topoisomerase I activity; Y. pestis Topo-I cleavage product accumulation, plate reader; activity, % at 10 µM; 360,000 compounds, 0.064% hits; AID 504884; in the data active = activity above about 50%, passing the limit was not always enough; inconclusive = no clear call, values can overlap the other calls; note: inactives centre near 2
PrPC surface inh – cell surface PrPC inhibition, primary TR-FRET screen | 370,000 compounds, 0.43% hits | inhibition, % at 13.8 µM | AID 720596 | TR-FRET read-out; in the data active = inhibition above about 24%; note: 0% = median of the test wells and 100% = reference compound wells
TcdB inh – blocks C. difficile toxin B glycohydrolase activity; TcdB glycohydrolase enzymatic assay, plate reader; inhibition, % at 9.99 µM; 350,000 compounds, 0.24% hits; AID 652162; in the data active = inhibition above about 10%
Target sequence (P18177 whole entry, looked up): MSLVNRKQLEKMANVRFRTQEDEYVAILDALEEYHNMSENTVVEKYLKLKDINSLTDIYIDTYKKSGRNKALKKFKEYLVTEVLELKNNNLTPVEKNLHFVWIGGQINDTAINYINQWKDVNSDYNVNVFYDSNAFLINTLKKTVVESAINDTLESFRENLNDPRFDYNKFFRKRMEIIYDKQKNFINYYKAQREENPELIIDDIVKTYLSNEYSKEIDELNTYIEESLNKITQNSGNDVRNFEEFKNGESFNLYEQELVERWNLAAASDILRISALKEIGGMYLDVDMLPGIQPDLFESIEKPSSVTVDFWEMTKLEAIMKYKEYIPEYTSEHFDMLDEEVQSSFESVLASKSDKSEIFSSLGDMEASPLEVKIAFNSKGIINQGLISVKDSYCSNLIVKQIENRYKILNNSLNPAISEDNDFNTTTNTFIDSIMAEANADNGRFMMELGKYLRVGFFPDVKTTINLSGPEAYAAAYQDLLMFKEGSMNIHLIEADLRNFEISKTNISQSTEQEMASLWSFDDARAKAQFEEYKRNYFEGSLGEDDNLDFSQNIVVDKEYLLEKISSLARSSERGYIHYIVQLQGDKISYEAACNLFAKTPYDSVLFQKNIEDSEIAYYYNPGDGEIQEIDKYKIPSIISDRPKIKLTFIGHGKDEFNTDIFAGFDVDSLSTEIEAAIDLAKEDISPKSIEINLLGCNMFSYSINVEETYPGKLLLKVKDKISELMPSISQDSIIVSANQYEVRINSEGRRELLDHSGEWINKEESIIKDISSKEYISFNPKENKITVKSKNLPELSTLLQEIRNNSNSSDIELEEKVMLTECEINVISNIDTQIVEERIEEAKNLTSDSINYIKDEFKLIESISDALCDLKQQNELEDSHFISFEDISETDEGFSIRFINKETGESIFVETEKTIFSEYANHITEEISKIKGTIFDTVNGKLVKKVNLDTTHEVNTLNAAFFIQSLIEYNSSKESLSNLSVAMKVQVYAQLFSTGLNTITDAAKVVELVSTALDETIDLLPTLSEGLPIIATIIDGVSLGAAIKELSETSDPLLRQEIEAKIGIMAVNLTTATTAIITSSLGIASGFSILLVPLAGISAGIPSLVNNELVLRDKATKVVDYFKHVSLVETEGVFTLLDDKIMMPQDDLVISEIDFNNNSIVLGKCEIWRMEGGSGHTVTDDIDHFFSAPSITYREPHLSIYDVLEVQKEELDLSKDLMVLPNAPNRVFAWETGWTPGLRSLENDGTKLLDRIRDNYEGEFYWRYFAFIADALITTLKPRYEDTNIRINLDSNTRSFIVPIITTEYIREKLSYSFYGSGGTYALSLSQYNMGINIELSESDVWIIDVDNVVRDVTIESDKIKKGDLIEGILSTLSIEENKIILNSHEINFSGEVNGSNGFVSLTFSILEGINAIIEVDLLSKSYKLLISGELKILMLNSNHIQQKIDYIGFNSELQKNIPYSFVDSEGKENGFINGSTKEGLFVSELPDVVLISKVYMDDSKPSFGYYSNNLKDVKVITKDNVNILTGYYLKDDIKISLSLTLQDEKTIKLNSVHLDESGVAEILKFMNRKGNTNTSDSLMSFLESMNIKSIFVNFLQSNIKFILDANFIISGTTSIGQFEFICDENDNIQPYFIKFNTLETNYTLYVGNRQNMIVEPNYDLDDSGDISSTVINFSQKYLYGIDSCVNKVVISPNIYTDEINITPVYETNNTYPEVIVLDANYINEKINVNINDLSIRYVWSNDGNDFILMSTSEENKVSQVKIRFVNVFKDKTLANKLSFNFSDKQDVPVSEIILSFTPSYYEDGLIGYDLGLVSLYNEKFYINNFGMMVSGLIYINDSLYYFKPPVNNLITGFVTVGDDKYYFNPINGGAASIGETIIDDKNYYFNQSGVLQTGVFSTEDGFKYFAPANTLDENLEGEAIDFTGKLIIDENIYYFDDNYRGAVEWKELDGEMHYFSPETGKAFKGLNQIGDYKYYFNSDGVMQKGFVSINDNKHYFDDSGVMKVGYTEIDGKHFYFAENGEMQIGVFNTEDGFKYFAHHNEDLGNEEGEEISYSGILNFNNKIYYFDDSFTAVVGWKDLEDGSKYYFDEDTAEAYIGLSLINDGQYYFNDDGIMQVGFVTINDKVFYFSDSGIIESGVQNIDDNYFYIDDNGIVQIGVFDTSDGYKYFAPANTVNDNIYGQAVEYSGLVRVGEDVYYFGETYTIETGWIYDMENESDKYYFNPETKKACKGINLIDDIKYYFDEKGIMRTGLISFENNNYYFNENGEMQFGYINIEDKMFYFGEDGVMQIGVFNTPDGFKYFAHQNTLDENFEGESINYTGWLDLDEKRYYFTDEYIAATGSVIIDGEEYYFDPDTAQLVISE
SSB-PriA inh – blocks PriA binding to SSB C-terminal tail; 430,000 compounds, 0.6% hits; AID 1272365; AlphaScreen SSBct-PriA binding, biotinylated peptide; inhibition, % at 33 µM; in the data active = inhibition mostly above about 37%, no sharp cut-off; inactive = mostly below about 20%;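 note: plate controls were negative control peptide for no effect and reference peptide for full effect; strong numbers were not always called active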
SARS 3CLpro inh – SARS-CoV 3CLpro protease inhibition | recombinant SARS-CoV 3CLpro, quenched FRET peptide cleavage | P0C6X7 | AID 1706 | 290,000 compounds, 0.14% hits | inhibition, % at 6 µM; in the data active = inhibition above about 12%
Starred values were filed as active, the others as inactive; i = inactive; ? = inconclusive; nt = no result given; & = joins results of further samples. Cut-off read from the data, not from the text of the source, unless noted: active = inhibition above about 30%; inconclusive = no clear call, values can overlap the other calls; inactive = below that. A portion of the library, so the mix of outcomes need not match the whole.

SMILES	BH1578 lux ind	PfHsp40 yeast	BoNT-A LC inh2	Anthrax LF inh2	Y pestis TopoI	PrPC surface inh	TcdB inh	SSB-PriA inh	SARS 3CLpro inh
CC(C)(C)NC(=O)c1ccc2c(c1)N(CC(=O)N1CCN(c3ccccc3F)CC1)C(=O)C(C)(C)O2	-0.4	-0.8	-0.8	5	18	-4	nt	-18	0
Cc1ccc(C(=O)NCC(=O)NCC(c2cccs2)N2CCOCC2)cc1C (stereo unspecified)	3.7	-0.6	-2.5	2	-1	1	1.7	0	nt
COc1ccc(CC(N)c2csc(Nc3cccc(OC)n3)n2)cc1 (stereo unspecified)	i	nt	-0.1	-7	-1	-2	1.4	nt	nt
C[C@@H]1CN([C@@H](C)CO)S(=O)(=O)c2ccc(C#Cc3cccc(F)c3)cc2O[C@H]1CN(C)S(=O)(=O)c1cn(C)cn1	2.1	nt	-0.5	-2	28	4	0.1&1.1&2.2	nt	nt
Cc1cc(C)nc(SCC(=O)OCN2C(=O)c3ccccc3C2=O)n1	0.6	0.1	-0.4	-1	-7	7	nt	-7	-3
O=C(Oc1ccccc1C(=S)N1CCOCC1)c1ccc([N+](=O)[O-])cc1[N+](=O)[O-]	-0.2	2.6	-2.1	8	0	-18	2.5	-11	1
CCOc1ccc(C(=O)/C=C/c2ccccc2C(F)(F)F)cc1	-1.5	1.3	1.1	0	22	-2	nt	-26	4
COc1ccc(NC(=O)CCNC(=O)c2ccc([N+](=O)[O-])cc2)cc1S(=O)(=O)N1CCCCC1	-12	-2.4	3.0	4	5	-25	1.1	-2	nt
CCOc1ccc(N(CC(=O)NCc2ccc(Cl)cc2)S(=O)(=O)c2c(C)noc2C)cc1	i	-1.5	0.3	-1	-4	-2	0.9	6	5
Cc1nc(CNS(=O)(=O)c2cccnc2)cs1	1.1	-1.9	-0.2	-1	7	-10	nt	-12	-1
CNC(=O)C1CCN(S(=O)(=O)c2c(C)noc2/C=C/c2ccc(OC)cc2)CC1	-0.2	0.2	-0.7	0	4	0	2.1	0	-1
Cc1cc(C)c(NC(=O)OCCN2CCOCC2)c(C)c1	-1.4	1.2	0.3	-2	2	-8	nt	-20	-2
COc1cc2c(C#CCCO)c(-c3ccc(C#N)cc3)oc(=O)c2cc1OC	0.1	-1.6	0.2	-13	-2	-3	-1.2	-3	nt
CCCCNC(=O)CSc1nnc(Cc2ccccc2)n1CC1CCCO1 (stereo unspecified)	-0.2	-1.9	-0.2	-8	-9	3	0.3	-1	-2
COc1ccc(NS(=O)(=O)c2cccc(C(=O)N/N=C/c3ccccn3)c2)cc1	-0.6	2.6	-1.1	-1	-1	-4	-0.6	nt	3
Cc1ccccc1CNC(=O)CN1C(=O)c2ccccc2S1(=O)=O	-0.3	0.4	-3.7	1	-1	2	0.6	-11	2
CCCNC(=O)c1cc2ccccc2c(=O)o1	i	-0.3	0.5	-1	3	-5	-0.7	3	-2
Cc1c(C(=O)Nc2ccc(S(=O)(=O)NCC3CCCO3)cc2)cccc1[N+](=O)[O-] (stereo unspecified)	-0.5	-0.3	-0.4	3	-5	-3	0.6	-6	-1
COc1cc(C(=O)OC(C)C(=O)Nc2ccc3c(c2)OCO3)ccc1OCc1c(C)noc1C (stereo unspecified)	1.2	0.1	0.8	2	10	0	0.7	2	2
COc1ccc(/C(C)=N/N=C2/NC(=O)CC(C(=O)O)S2)cc1F (stereo unspecified)	-0.3	-0.8	1.8	0	6	-5	-0.3	nt	-1
Cc1cc(C)nc(Sc2ccc([N+](=O)[O-])cc2[N+](=O)[O-])n1	-0.2	5.5	-0.4	0	1	-14	nt	5	6
O=S1(=O)N=C(Nc2nncs2)c2ccccc21	-2.0	-1.0	?	-4	7	-2	nt	-1	-3
CCC(CO)NCc1ccc(-c2ccccc2)cc1 (stereo unspecified)	-0.5	0.0	0.0	-1	-8	-4	1.3	-3	-2
CCOc1cccc(-c2nnc3sc(COc4ccccc4)nn23)c1	-0.7	0.2	-0.3	0	22	3	nt	-1	-4
O=C(CN1CCc2ccccc2C1)Nc1ccc(F)cc1F	-0.2	-0.4	-0.2	5	4	6	0.2	-6	3
CC(C#N)(NC(=O)COC(=O)c1ccccc1NCCO)C1CC1 (stereo unspecified)	i	1.3	1.5	?	0	4	-7.9	-10	nt
CCOC(=O)NC(c1ccc(C(C)C)cc1)C(Cl)(Cl)Cl (stereo unspecified)	-0.1	-0.2	-0.9	1	-6	-5	1.3	-4	3
O=C(NNC(=O)C1CC1)c1ccccc1[N+](=O)[O-]	i	-0.8	1.6	-1	7	-4	0.1	10	-3
COc1ccc(/C(O)=C2\C(=O)C(=O)N(CCN3CCOCC3)C2c2ccccc2OC)cc1 (stereo unspecified)	3.4	-0.8	0.4	1	0	-3	-0.4	nt	5
Cc1ccc(-c2cc(Cc3ccccc3)c(=O)[nH]n2)cc1	0.7	0.4	0.3	6	14	3	1.8	2	1
Cc1cc(C)cc(OCC(=O)NCCN2CCOCC2)c1	0.4	1.1	-0.4	-2	2	4	nt	-6	-4
CC(C)C(NC(=O)C12CC3CC(CC(C3)C1)C2)C(=O)O (stereo unspecified)	-0.3	-0.8	nt	nt	1	-11	nt	0	-1
COc1ccc(-c2noc(COc3ccccc3OC)n2)cc1OC	-0.3	-0.7	-0.8	-3	18	7	-6.2	-28	1
O=C(NC(N1CCOCC1)C(Cl)(Cl)Cl)c1ccco1 (stereo unspecified)	-0.3	-1.1	-1.2	-4	-1	1	0.1	-16	6
c1ccc(-c2ccc(CNC3CC3)cc2)cc1	-0.1	-1.2	-1.9	-14	7	-3	0.3	-4	-5
Cc1cccc(-c2ncc(CN3CCC(CO)(CCCc4ccccc4)CC3)cn2)c1	-0.2	-1.1	0.0	-1	18	-6	-0.3	-1	0

Random excerpt: six records from the list
SMILES	BH1578 lux ind	PfHsp40 yeast	BoNT-A LC inh2	Anthrax LF inh2	Y pestis TopoI	PrPC surface inh	TcdB inh	SSB-PriA inh	SARS 3CLpro inh
Cc1ccccc1CNC(=O)CN1C(=O)c2ccccc2S1(=O)=O	-0.3	0.4	-3.7	1	-1	2	0.6	-11	2
O=C(Oc1ccccc1C(=S)N1CCOCC1)c1ccc([N+](=O)[O-])cc1[N+](=O)[O-]	-0.2	2.6	-2.1	8	0	-18	2.5	-11	1
CCOC(=O)NC(c1ccc(C(C)C)cc1)C(Cl)(Cl)Cl (stereo unspecified)	-0.1	-0.2	-0.9	1	-6	-5	1.3	-4	3
COc1cc2c(C#CCCO)c(-c3ccc(C#N)cc3)oc(=O)c2cc1OC	0.1	-1.6	0.2	-13	-2	-3	-1.2	-3	nt
CCCNC(=O)c1cc2ccccc2c(=O)o1	i	-0.3	0.5	-1	3	-5	-0.7	3	-2
Cc1cc(C)nc(SCC(=O)OCN2C(=O)c3ccccc3C2=O)n1	0.6	0.1	-0.4	-1	-7	7	nt	-7	-3

(next part)
SMILES	BH1578 lux ind	PfHsp40 yeast	BoNT-A LC inh2	Anthrax LF inh2	Y pestis TopoI	PrPC surface inh	TcdB inh	SSB-PriA inh	SARS 3CLpro inh
CCOC(=O)C1(CCSC)NC(c2ccco2)C2C(=O)N(CC)C(=O)C21 (stereo unspecified)	i	-0.8	-0.5	-2	8	1	nt	-7	-3
COc1ccc(N2C(=O)C3C(C2=O)C(C(=O)c2ccccc2)N2CCCC32)cc1 (stereo unspecified)	12	0.8	nt	nt	-9	-9	0.4	8	5
CCOC(=O)N1CCN(C(=O)c2ccc(CN(c3ccccc3)S(C)(=O)=O)cc2)CC1	-0.5	-0.7	-0.6	0	7	8	nt	3	-4
CCN1C[C@@H]2[C@@H]3C(=O)N(C)C(=O)[C@@H]3[C@](CC)(C(=O)OC)N2C1=NC	-0.2	0.3	0.0	-7	-1	0	2.1	0	nt
Cc1nc(C)n(CC(O)COc2ccc(C(=O)c3ccccc3)cc2)n1 (stereo unspecified)	i	-1.9	-0.4	0	-3	2	nt	-7&-7	-7
O=C(O)C1CCCN1S(=O)(=O)c1ccc(F)cc1 (stereo unspecified)	i	2.9	-4.2	-12	0	-1	0.5	-1	1
COc1ccc(NCc2cc(=O)[nH]c3ccccc23)cc1	i	0.7	1.0	-12	-15	-3	-2.8	31	-2
Cc1nn(C)cc1CN(C)C(=O)CC12CC3CC(CC(C3)C1)C2	-0.4	-1.3	0.2	1	1	0	nt	-3	7
CCOC(=O)C1CCN(C(=O)CCCn2nc(CC)n3c(cc4occc43)c2=O)CC1	i	0.0	-1.6	6	13	-7	0.9	-2	-4
O=C(CN1C(=O)COc2ccccc21)NNC(=O)Nc1ccccc1F	-0.2	0.2	-0.7	2	5	-2	0.0	-10	-3
Cc1ccc(-c2cc(-c3ccccc3)nc(N(C)N)n2)cc1	i	-0.5	-10	-12	3	4	1.6	2	1
CC(=O)N1CCN(S(=O)(=O)c2cccc(C(=O)OCC(=O)Nc3c(Cl)cccc3C(F)(F)F)c2)CC1	i	-1.2	-1.1	9	-9	-1	0.2	-8	nt
Cc1cc(C)cc(NC(=O)Cn2cnc3c(nnn3Cc3ccc(F)cc3)c2=O)c1	i	-0.8	-0.5	-1	5	-3	0.0	5	-2
COC(=O)CN1C(=S)N(c2ccccc2)C(=O)C1CC(=O)Nc1ccc(Cl)cc1 (stereo unspecified)	i	-0.4	-0.7	1	-14	-10	2.4	-1	0
O=C(O)CC(CC(=O)Nc1ccc(-c2ccccc2)cc1)c1ccccc1 (stereo unspecified)	i	0.4	-0.6	-7	8	-1	-1.0	15	2
CS(=O)(=O)N(CC(=O)O)c1cc(Cl)cc(Cl)c1	-14	1.5	-0.6	-6	1	8	nt	0	-4
CCOC(=O)CCCNC(=O)COC(=O)c1cc2ccccc2cc1O	-14	1.3	0.1	-3	-2	-2	nt	5	2
Cc1nc2ccccc2n1/C(=N\S(=O)(=O)c1ccccc1)c1ccccc1	-0.2	-0.4	-0.2	-3	6	9	0.1	nt	3
COc1ccc(NC(=O)CN2CCc3ccccc3C2)c([N+](=O)[O-])c1	-0.7	0.3	-1.5	-4	20	4	0.2	16	5
Cc1nc2ccc(NS(=O)(=O)c3ccc(C)c(C)c3)cc2s1	i	0.5	-0.6	-1	-5	17	nt	14	5
CCOC(=O)C(Cc1ccc(OC)c([N+](=O)[O-])c1)NC(=O)CCC(=O)Nc1ccc(OC)cc1 (stereo unspecified)	-0.2	-0.3	-0.2	-7	45	3	0.5	5	4
O=C(Cn1cc(C(=O)c2cccs2)c2ccccc21)NCC1CCCO1 (stereo unspecified)	i	0.8	-0.8	-2	4	3	nt	-24	-5
CC(C)c1ccc(NC(=O)C2CC(=O)N(C3CCCC3)C2)cc1 (stereo unspecified)	-0.3	-1.8	-2.4	-3	-1	0	0.6	-6	0
COc1ccc(CNC(=O)C(=O)NC2CCC(C)CC2)cc1 (stereo unspecified)	i	0.4	-0.8	-6	1	3	-0.1	-11	6
CCOc1ccc(C(=O)NCCc2cnc[nH]2)cc1	-0.9	nt	0.8	8	-6	-4	0.7	5	4
Cn1nc(CC(=O)NCc2cccc3ccccc23)c2ccccc2c1=O	-1.0	-0.4	0.0	0	12	3	nt	-4	3
COc1ccc(N=Nc2c(O)[nH]c(=S)[nH]c2=O)cc1	-0.6	-0.7	-0.1	1	-3	-3	1.8	3	0
C1CCc2nnc(-c3nnc4n3CCCCC4)n2CC1	1.0	0.5	-0.1	0	3	5	nt	-1	-2
COCCn1c(SCc2cccnc2)nnc1-c1ccco1	i	0.3	-0.3	-2	5	-1	nt	-11	0
O=C(Nc1cccc(-c2csc(Nc3ccc(Cl)cc3)n2)c1)c1ccccc1	2.8	-0.4	-0.2	-7	-2	16	-0.1	-2	nt
CCOC(=O)C1CCN(C2CC(=O)N(c3cccc(Cl)c3)C2=O)CC1 (stereo unspecified)	-1.5	176*	-0.2	-9	-2	4	0.2	-5	1
O=S(=O)(c1cccs1)N1CCCc2cccc(O)c21	-0.2	-0.5	7.5	19	-13	-5	nt	-5	3
Cc1nnc(SCc2ccccc2)[nH]c1=O	-1.0	4.6	0.5	-10	3	-3	0.7	-7	4
